# RXFP1 ag = RXFP1 (human) receptor agonism; Q9HBX9; HEK293T-RXFP1 cAMP TR-FRET, 30 min; response scale: percent of porcine relaxin response, buffer zero; Potency, µM (titrated, usually from 57.5 µM), inactives show at the highest dose activation, actives largely listed as activators; 370,000 compounds, 0.3% hits; also: potency is read from the fitted curve at half-maximal effect; % is scaled to controls: 0 for no effect and ±100 for the full control effect; nearly all actives have a fitted effect of over 60% in size; many of its hits are not listed in these tables
#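 cAMP rise read by TR-FRET after 30 min, 37C compound exposure (up to 58 uM) in RXFP1-transfected HEK293 cells with Ro 20174 present. EC50 from Hill-equation fits, with 29 nM porcine relaxin as 100% and buffer as basal.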
# D1 potentiator = human D1 dopamine receptor positive modulation | potentiation, % at 10 µM | AID 504651 | 360,000 compounds, 0.036% hits | P21728 | HEK293 TREx D1 cells, calcium flux, dopamine EC20 potentiation; in the data active = potentiation above about 30%; also: 0% is about no effect
# Target sequence (P21728 whole entry, looked up): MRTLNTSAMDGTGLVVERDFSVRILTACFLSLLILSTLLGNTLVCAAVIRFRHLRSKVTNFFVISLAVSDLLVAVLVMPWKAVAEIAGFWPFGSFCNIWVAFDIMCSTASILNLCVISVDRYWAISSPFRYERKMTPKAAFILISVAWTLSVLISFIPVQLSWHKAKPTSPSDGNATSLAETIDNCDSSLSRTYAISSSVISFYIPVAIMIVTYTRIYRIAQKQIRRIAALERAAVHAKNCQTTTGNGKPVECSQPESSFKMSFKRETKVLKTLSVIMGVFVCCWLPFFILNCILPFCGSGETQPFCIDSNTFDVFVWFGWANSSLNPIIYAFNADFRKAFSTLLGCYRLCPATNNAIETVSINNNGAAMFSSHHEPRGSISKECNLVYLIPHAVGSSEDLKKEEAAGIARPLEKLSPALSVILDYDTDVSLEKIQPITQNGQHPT
# D1 ag = human D1 receptor agonism | P21728 | AID 504660 | activation, % at 2 µM | 360,000 compounds, 1% hits | HEK293 T-REx D1 cells, calcium flux, agonist mode; in the data active = activation above about 30%; also: 0% is about no effect
#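 Agonism was scored from calcium flux recorded over 180 s (1 read/s) after pintool compound addition, following a 10-cycle baseline. Cells were inducible force-coupled HEK293 TREx D1, plated overnight at 30 C and loaded with no-wash calcium dye.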
# RXFP1 antag = antagonists of human relaxin receptor RXFP1; activity change, negative = inhibition, % at 57.5 µM; 350,000 compounds, 0.59% hits; HEK293-RXFP1, relaxin-stimulated cAMP HTRF, 30 min; active compounds read low; Q9HBX9;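 active = activity change of -60% or lower, but not beyond a set lower limit; inconclusive = change between -60% and -40%, or beyond the set limit; inactive = change above -40%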; also: % is scaled to controls: 0 for no effect and ±100 for the full control effect
# Glioma ERSR ind = inducers of ER stress response in human glioma cells; Potency, µM, for the others: top-dose activation, hits mostly activators; 420,000 compounds, 0.02% hits; U87-MG GRP78 promoter luciferase reporter, 16 h; also: potency is read from the fitted curve at half-maximal effect; series mostly up to about 76 µM; % of control where 0% means no effect; nearly all actives have a fitted effect of over 35% in size
#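 Stably transfected U87-MG glioma cells carrying a GRP78-based luciferase sensor; 16 h compound incubation. Luminescence end-point read 10 min after Bright-Glo addition at room temperature.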
# Vif-APOBEC3G blk = Vif-A3G binding inhibition. HeLa A3G-eYFP + Vif (tagged APOBEC3G with the HIV-1 protein that degrades it), YFP fluorescence, overnight. Potency, µM (top dose mostly 46.1 µM), without a hit: top-dose activity, negative = active, actives largely listed as inhibitors. 410,000 compounds, 0.076% hits. AID 602310;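 also: potency is read from the fitted curve at half-maximal effect; % is scaled to controls: 0 for no effect and ±100 for the full control effect; nearly all actives have a fitted effect of over 60% in size; hits raise eYFP signal because A3G escapes Vif-driven loss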
#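 HeLa cells stably expressing Vif and C-terminally eYFP-tagged A3G, seeded overnight at 37 deg C, then exposed to compound by pintool overnight at 37 deg C. Rise in yellow fluorescence (Ex 488/Em 500-530, Acumen) marks blocked Vif-driven A3G degradation.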
# D2 PAM = positive allosteric modulators of human D2 dopamine receptor | P14416 | HEK293 T-REx D2, calcium flux, EC20 dopamine potentiation | potentiation, % at 10 µM | 340,000 compounds, 0.34% hits;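 active = potentiation over 3 SD above the plate norm, cut at about 30% in these data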; also: 0% is about no effect
# Target sequence (P14416 whole entry, looked up): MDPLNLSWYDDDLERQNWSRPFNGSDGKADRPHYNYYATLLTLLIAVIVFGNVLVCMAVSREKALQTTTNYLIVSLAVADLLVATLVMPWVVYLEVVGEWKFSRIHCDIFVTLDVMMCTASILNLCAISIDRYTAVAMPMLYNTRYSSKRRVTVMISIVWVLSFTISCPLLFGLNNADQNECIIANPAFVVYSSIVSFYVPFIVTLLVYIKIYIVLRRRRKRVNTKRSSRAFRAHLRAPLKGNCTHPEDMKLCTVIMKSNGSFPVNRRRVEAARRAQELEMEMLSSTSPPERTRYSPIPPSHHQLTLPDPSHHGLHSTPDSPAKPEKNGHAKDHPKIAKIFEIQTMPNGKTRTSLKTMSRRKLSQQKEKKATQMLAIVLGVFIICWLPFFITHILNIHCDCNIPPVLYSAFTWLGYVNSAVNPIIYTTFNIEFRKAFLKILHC
#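 Potentiation of an EC20 dopamine calcium response is measured in a force-coupled, tetracycline-inducible Hek293 Trex D2 line. Compound-only kinetic reads over 180 s flag agonists before dopamine addition.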
# D1 antagonist = blocks dopamine activation of the human D1 receptor | P21728 | AID 504652 | HEK293 TREx D1 cells, calcium flux, dopamine EC80; active compounds read low | activity change, negative = inhibition, % at 10 µM | 360,000 compounds, 3.2% hits; in the data active = activity change below about -30%; also: % is scaled to controls: 0 for no effect and ±100 for the full control effect
#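 Calcium flux readout: force-coupled, inducible Hek293 Trex D1 line, cells induced overnight at 30 C with tetracycline, dye-loaded 30–90 min at RT. Antagonism scored against EC80 dopamine challenge given 180 s after compound.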
# Vif-A3F inh = Vif-A3F binding inhibition; AID 602313; 390,000 compounds, 0.2% hits; Potency, µM (titrated, usually from 46.1 µM), inactives show at the top dose activity, negative = active; HeLa A3F-eYFP + Vif (tagged APOBEC3F with the HIV-1 protein that degrades it), YFP fluorescence increase; also: potency is read from the fitted curve at half-maximal effect; % of control where 0% means no effect; nearly all actives have a fitted effect of over 65% in size
#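 HeLa cells stably expressing Vif plus C-terminally eYFP-tagged A3F were seeded, incubated overnight at 37 deg C, dosed with compound, incubated overnight again at 37 deg C. Yellow fluorescence (Ex 488/Em 500-530) reported blocked Vif-mediated A3F-eYFP degradation.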
# * = called active by the depositor; ? = inconclusive; . = no result given. Unless noted, calls follow the shape of the dose curve; as a rule, active = well fitted curve in the direction sought with a large enough effect; inconclusive = small, poorly fitted or top-dose-only effect, or another doubt; inactive = no such curve, though single readings can be large; an effect the other way counts as inactive or inconclusive. Not all compounds are listed, so the mix of outcomes need not match the whole.
No.	compound	RXFP1 ag	D1 potentiator	D1 ag	RXFP1 antag	Glioma ERSR ind
1	O=C(Nc1ccc(-c2csc(Nc3ccc(Cl)cc3)n2)cc1)c1cc([N+](=O)[O-])cc(C(F)(F)F)c1	-1.6%	1	1	.	-4%
2	CC1Cc2ccccc2N1C(=O)C1CCCN(S(=O)(=O)c2cccc3cccnc23)C1 (centres undefined)	-0.5%	-4	1	.	-2%
3	CCc1c(C)nc(SCCOc2ccc(OC)cc2)[nH]c1=O	4.7%	-7	8	.	-1%
4	Cc1ccc(-c2cc(-c3ccccc3)no2)c(O)c1	-0.7%	-4	5	-7	-9%
5	COCCN1Cc2cc3cc(C)ccc3nc2SC1=Nc1ccc(OC)cc1	1.9%	-1	2	-4	-2%
6	O=C(COc1ccc(F)c(Cl)c1)c1ccc[nH]1	0.6%	-1	3	3	1%
7	CC1CC(C)CN(c2nc(N(C)c3ccccc3)nc(N)c2[N+](=O)[O-])C1 (centres undefined)	5.8%	1	1	-13	-2%
8	CC(C)(C)C(=O)NNC(=O)c1cnccn1	-0.8%	-6	0	3	-2%
9	CCOc1ccc(C(=O)c2oc3ccccc3c2NC(=O)c2cc(-c3ccccc3)on2)cc1	?	1	-1	.	3%
10	O=C(NCc1ccccc1)C(=O)Nc1c2c(nn1-c1ccc(F)cc1)CSC2	-0.2%	-2	0	-79*	1%
11	O=C(NCc1ccco1)c1cccn2c(=O)c3c4c(sc3nc12)CCCC4	6.6%	-6	0	-19	-4%
12	Cc1ccc(Cn2c(=O)c3cccnc3n(CC(=O)Nc3cc(Cl)ccc3C)c2=O)cc1	-1.8%	1	0	.	-3%
13	COc1ccc(CCNC(=O)C2CCC(CNS(=O)(=O)c3ccccc3)CC2)cc1OC (centres undefined)	1.7%	-5	2	.	.
14	CCc1nc(C)cn1S(=O)(=O)c1cc(Br)ccc1OC	-1.2%	3	0	-7	-2%
15	COc1ccccc1/C=C1\NC(=S)N(CC2CCCO2)C1=O (centres undefined)	-0.2%	0	2	-27	6%

No.	Vif-APOBEC3G blk	D2 PAM	D1 antagonist	Vif-A3F inh
1	-7%	15	24	3%
2	-16%	3	-5	-6%
3	4%	19	-22	5%
4	1%	1	-2	-18%
5	-7%	3	0	-13%
6	-1%	14	-4	-6%
7	-2%	0	1	?
8	-7%	-9	-4	3%
9	1%	.	-3	-14%
10	-7%	15	.	-4%
11	-4%	-2	-112*	?
12	2%	6	3	-5%
13	.	3	12	.
14	2%	-3	11	-2%
15	-8%	7	-7	3%

# As entered above:
# Reading of COCCN1Cc2cc3cc(C)ccc3nc2SC1=Nc1ccc(OC)cc1 under Vif-APOBEC3G blk: -7%
# Reading of CCc1nc(C)cn1S(=O)(=O)c1cc(Br)ccc1OC under RXFP1 antag: -7
# Reading of Cc1ccc(-c2cc(-c3ccccc3)no2)c(O)c1 under D2 PAM: 1
# Reading of Cc1ccc(Cn2c(=O)c3cccnc3n(CC(=O)Nc3cc(Cl)ccc3C)c2=O)cc1 under Vif-A3F inh: -5%

# Carrying on.
No.	compound	RXFP1 ag	D1 potentiator	D1 ag	RXFP1 antag	Glioma ERSR ind
16	Cc1ccc(-c2nc3c(c(=O)c4ccccc4n3C)c(=O)n2-c2ccccc2)cc1	?	11	13	9	-4%
17	Cc1ccnc(NC(=O)c2cccc(S(=O)(=O)N3CCOCC3)c2)c1	1.7%	2	1	-2	6%
18	CCCn1c(SCC(=O)NC2CCCCC2)nnc1-c1cccnc1	4.4%	-8	0	-13	-5%
19	N#Cc1c(SCc2ccccc2)nc(N2CCOCC2)c2c1CCCC2	0.5%	-7	0	-5	-3%
20	CC(C(=O)NC1CCCC1)N(C(=O)Cn1nnc(-c2ccc(F)cc2)n1)c1ccccc1F (centres undefined)	-0.6%	5	0	-4	-2%
21	CCOC(=O)c1csc(NC(=O)CN2CCN(C)CC2)n1	0.7%	2	1	8	-1%
22	COC(=O)c1ccc(Cn2nc(C(F)(F)F)cc2C)cc1	-0.7%	-4	10	-2	-4%
23	COc1ccc(C/C(C)=N/NC(=S)Nc2ccccc2F)cc1	0.0%	-3	1	-9	-3%
24	Cc1ccc(-n2c3c(c(=O)[nH]c2=O)C(C(F)(F)F)(C(F)(F)F)NC(=O)N3)cc1	2.3%	-5	2	-1	0%
25	COC(=O)c1sccc1NC(=O)CSc1cccc(Cl)c1Cl	1.7%	-2	7	1	0%
26	COc1ccc(CCN=C(N)NS(=O)(=O)c2ccc3ccccc3c2)cc1	2.5%	1	1	7	-4%
27	O=S(=O)(c1cccc2cccnc12)N1CCCc2ccccc21	-2.3%	0	2	16	-3%
28	O=C(CCC1CCCCC1)Nc1cccnc1	1.2%	-5	1	-11	10%
29	COc1ccc(NC(=O)C2CCCN(S(=O)(=O)c3ccc4c(c3)CCCC(=O)N4)C2)c(OC)c1 (centres undefined)	0.0%	-3	1	.	-1%
30	CC(/C=N/Nc1nc2ccccc2[nH]1)=C\c1ccccc1	-0.5%	-7	0	-13	-7%

No.	Vif-APOBEC3G blk	D2 PAM	D1 antagonist	Vif-A3F inh
16	1%	8	18	1%
17	0%	5	29	-25%
18	0%	.	-6	-10%
19	-6%	-3	2	-2%
20	-24%	12	-7	3%
21	0%	1	1	-2%
22	0%	12	-2	.
23	-3%	2	12	-1%
24	0%	12	-2	11%
25	-5%	5	6	3%
26	-1%	3	3	-11%
27	1%	-2	-4	-13%
28	0%	-12	-18	-10%
29	3%	3	6	5%
30	-31%	-19	-42*	-7%

# (listing goes on)
No.	compound	RXFP1 ag	D1 potentiator	D1 ag	RXFP1 antag	Glioma ERSR ind
31	Cc1c(NC(=O)c2ccc(CN3CCc4ccccc4C3)cc2)c(=O)n(-c2ccccc2)n1C	2.3%	-2	-1	-3	-4%
32	CNC(=O)COC(=O)c1ccc2c(c1)NC(=O)C1CCCN21 (centres undefined)	-3.5%	7	2	.	.
33	COc1ccccc1-c1noc(-c2ccncc2)n1	0.2%	2	0	-2	5%
34	COc1cccc(C(=O)Nc2ccccc2-c2nnc(-c3cc(OC)ccc3Br)o2)c1	8.0%	-1	-1	.	-2%
35	CCOc1cc(C(=O)N2CCC(c3ccncc3)CC2)cc(OCC)c1OCC	-0.9%	-2	-1	0	-4%
36	O=S(=O)(c1ccc(NC(=S)N/N=C/c2ccc(N3CCOCC3)cc2)cc1)N1CCOCC1	6.0%	-7	2	3	-2%
37	COC(=O)Cc1c(C)c2ccc3c(c2oc1=O)CN(Cc1ccc(C)cc1)CO3	21%	-1	4	-4	-4%
38	CC1CCC(NC(=O)C2c3ccccc3C(=O)N2CCCN2CCOCC2)CC1 (centres undefined)	0.1%	0	0	-4	-5%
39	O=C(C(c1ccccc1)c1ccccc1)N1CCN(Cc2ccncc2)CC1	-0.7%	-8	1	-13	-6%
40	O=C1NC2(CCCCC2)OC12CCCCC2	.	.	.	-6	-5%
41	COc1ccccc1NC(=O)c1cc(S(=O)(=O)N2CCC3(CC2)OCCO3)ccc1F	-0.6%	0	5	22	-7%
42	CN(C)[C@@H]1CCC[C@H]1OC(=O)C(c1ccccc1)c1ccccc1	-0.1%	-4	6	5	0%
43	COC(=O)c1ccc(N2Cc3ccccc3/C2=N\C(=O)Nc2ccccc2)cc1	2.9%	0	6	7	0%
44	Clc1ccsc1-c1csc(-c2cccnc2)n1	7.6%	11	0	-1	6%
45	CCC1=Nc2ccc(Br)cc2C(c2ccccc2)N1CC(=O)OC (centres undefined)	1.1%	-3	1	-7	-5%

No.	Vif-APOBEC3G blk	D2 PAM	D1 antagonist	Vif-A3F inh
31	1%	-15	6	0%
32	.	-3	5	.
33	0%	3	1	-2%
34	1%	-3	6	-3%
35	0%	5	13	-15%
36	0%	6	-44*	3%
37	-1%	2	3	0%
38	-1%	6	1	-5%
39	-6%	-3	-9	.
40	3%	.	.	3%
41	0%	7	-18	-5%
42	-1%	-25	-6	0%
43	-3%	-20	2	-5%
44	?	-16	-15	3%
45	-28%	-22	5	-9%

# D1 antagonist: entries above that show a hit.
No. | mol | RXFP1 ag | D1 potentiator | D1 ag | RXFP1 antag | Glioma ERSR ind | D2 PAM | D1 antagonist
11 | O=C(NCc1ccco1)c1cccn2c(=O)c3c4c(sc3nc12)CCCC4 | 6.6% | -6 | 0 | -19 | -4% | -2 | -112*
30 | CC(/C=N/Nc1nc2ccccc2[nH]1)=C\c1ccccc1 | -0.5% | -7 | 0 | -13 | -7% | -19 | -42*
36 | O=S(=O)(c1ccc(NC(=S)N/N=C/c2ccc(N3CCOCC3)cc2)cc1)N1CCOCC1 | 6.0% | -7 | 2 | 3 | -2% | 6 | -44*

# Random excerpt: 2 entries already listed.
No.	compound	RXFP1 ag	D1 potentiator	D1 ag	RXFP1 antag	Glioma ERSR ind
34	COc1cccc(C(=O)Nc2ccccc2-c2nnc(-c3cc(OC)ccc3Br)o2)c1	8.0%	-1	-1	.	-2%
36	O=S(=O)(c1ccc(NC(=S)N/N=C/c2ccc(N3CCOCC3)cc2)cc1)N1CCOCC1	6.0%	-7	2	3	-2%

No.	Vif-APOBEC3G blk	D2 PAM	D1 antagonist	Vif-A3F inh
34	1%	-3	6	-3%
36	0%	6	-44*	3%

# The list goes on:
No.	compound	RXFP1 ag	D1 potentiator	D1 ag	RXFP1 antag	Glioma ERSR ind
46	Cc1ccc(CNC(=O)CC(C)S(=O)(=O)c2ccc3c(c2)NC(=O)CO3)cc1 (centres undefined)	0.8%	-1	1	19	0%
47	O=C(NCc1ccc2c(c1)OCO2)c1cc2c(s1)CS(=O)(=O)C2	-0.7%	0	0	7	9%
48	CCn1c(C)c(C(=O)c2ccccc2)c(C#N)c1C(=O)O	0.9%	-10	1	-2	5%
49	Cc1ccc(CNC(=O)CSCC(=O)O)cc1	2.8%	-1	0	-1	-4%
50	O=C(NNC(=S)Nc1ccccc1Cl)c1ccncc1	2.9%	3	2	-13	-4%
51	O=C(CCN1CCCCCC1)Nc1cccc(Cl)c1	-0.1%	-3	7	5	0%

No.	Vif-APOBEC3G blk	D2 PAM	D1 antagonist	Vif-A3F inh
46	5%	6	-10	2%
47	-7%	2	17	-7%
48	-17%	-10	-3	-4%
49	-2%	2	5	-9%
50	3%	.	5	1%
51	1%	-19	13	-7%

# Source: PubChem (National Center for Advancing Translational Sciences (NCATS))
